Compound activity from PubChem BioAssay.
Pin1 inhibitor: qHTS Assay to Find Inhibitors of Pin1; Peptidyl-prolyl cis-trans isomerase NIMA-interacting 1 (Homo sapiens), Q13526; Pin1 FP peptide displacement, HiFluor488, 10 min; Potency, µM (titrated, usually from 115 µM), for the others: at the highest dose activity, negative = inhibition, usual class: inhibitors; 390,000 compounds, 0.009% hits; active = well fitted inhibition curve with a large enough effect in the polarisation, with a control signal flat, not every such curve was filed as active; inconclusive = small, poorly fitted or top-dose-only effect, or effect the other way, or a change in a side signal; inactive = no such curve, though single readings can be large or run the other way; the % refers to the polarisation; also: potency is read from the fitted curve at half-maximal effect; % is scaled to controls: 0 for no effect and ±100 for the full control effect
Target sequence (Q13526 whole entry, looked up): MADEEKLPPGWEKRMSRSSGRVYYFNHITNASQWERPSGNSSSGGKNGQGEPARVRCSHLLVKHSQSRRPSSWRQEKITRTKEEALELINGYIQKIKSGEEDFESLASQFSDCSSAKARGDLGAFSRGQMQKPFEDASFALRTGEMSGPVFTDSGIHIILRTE
rTrxR1 inhibitor: qHTS Assay for Inhibitors of Mammalian Selenoprotein Thioredoxin Reductase 1 (TrxR1): qHTS. Thioredoxin reductase 1, cytoplasmic (Rattus norvegicus), O89049. recombinant rTrxR1, NADPH fluorescence consumption, selenite substrate. Potency, µM (series often up to 114 µM), for inactives: at the top dose activity change, negative = inhibition, usual class: inhibitors. 390,000 compounds, 1% hits. AID 588453, 2011; also: potency is read from the fitted curve at half-maximal effect; % is scaled to controls: 0 for no effect and ±100 for the full control effect; nearly all actives have a fitted effect of over 65% in size
Target sequence (O89049 whole entry, looked up): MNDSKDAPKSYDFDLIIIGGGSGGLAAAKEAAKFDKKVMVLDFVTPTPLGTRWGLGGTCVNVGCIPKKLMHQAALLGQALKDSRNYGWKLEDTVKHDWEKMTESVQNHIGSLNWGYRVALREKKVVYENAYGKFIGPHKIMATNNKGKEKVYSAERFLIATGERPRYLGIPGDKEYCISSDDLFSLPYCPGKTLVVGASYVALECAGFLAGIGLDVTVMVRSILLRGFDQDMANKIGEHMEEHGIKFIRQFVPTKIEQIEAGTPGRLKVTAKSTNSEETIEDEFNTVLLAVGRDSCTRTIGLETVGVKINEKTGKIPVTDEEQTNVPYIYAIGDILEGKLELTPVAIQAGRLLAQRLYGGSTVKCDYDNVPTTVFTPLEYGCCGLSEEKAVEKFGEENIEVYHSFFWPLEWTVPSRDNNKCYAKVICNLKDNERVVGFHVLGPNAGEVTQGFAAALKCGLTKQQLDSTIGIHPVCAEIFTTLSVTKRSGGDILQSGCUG
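Rat TrxR1 (90 nM in the dispensed reagent) was pre-reduced with 400 uM NADPH for 5 min at room temperature, then incubated with compound for 15 min. After 400 uM selenite was added, NADPH fluorescence (Ex 340/Em 450 nm) was followed for 8 min.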
USP1 inh: Inhibitors of USP1/UAF1: Primary Screen. AID 743255, 2014. Potency, µM (titrated, usually from 57.1 µM), for inactives: at the highest dose activity change, negative = inhibition, usual class: inhibitors. recombinant USP1/UAF1, Ub-Rhodamine cleavage fluorescence. 390,000 compounds, 0.23% hits. Ubiquitin carboxyl-terminal hydrolase 1 (Homo sapiens), O94782; also: potency is read from the fitted curve at half-maximal effect; % is scaled to controls: 0 for no effect and ±100 for the full control effect; nearly all actives have a fitted effect of over 60% in size; inactives centre near -12
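In this screen, compounds sit with the deubiquitinase complex (1nM) for 15 min at room temperature before Ub-Rho is added at 150nM final. Fluorescence rise is then followed for 6 reads every 60 seconds.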
HP1b binding inh: HTS for Inhibitors of HP1-beta Chromodomain Interactions with Methylated Histone Tails. 390,000 compounds, 0.56% hits. AlphaScreen HP1-beta / biotin-H3K9me3 peptide binding. Potency, µM (series often up to 114 µM), inactives show at the highest dose activity change, negative = inhibition, actives largely listed as inhibitors. Chromobox protein homolog 1 (Homo sapiens), P83916; also: potency is read from the fitted curve at half-maximal effect; nearly all actives have a fitted effect of over 70% in size; inactives centre near 23
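Compound inhibition of the preformed complex between 50 nM HP1-beta and 50 nM biotinylated H3K9me3 peptide was read by AlphaScreen. Buffer was PBS pH 7.4 with 0.01% Tween-20. Incubations ran 30 min at room temperature, with 10 ug/mL donor/acceptor beads.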
GLS inh: qHTS for Inhibitors of Glutaminase (GLS) | GLS enzymatic activity, qHTS titration | Glutaminase kidney isoform, mitochondrial (Homo sapiens), O94925 | Potency, µM (top dose mostly 45.5 µM), for the others: at the highest dose activity change, negative = inhibition, actives largely listed as inhibitors | 410,000 compounds, 0.21% hits; also: potency is read from the fitted curve at half-maximal effect; % is scaled to controls: 0 for no effect and ±100 for the full control effect
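Human kidney-isoform GLS in 45 mM KH2PO4 pH 8.2, 0.02% Tween-20, with compound, started with 1mM L-Glutamine (added stock). Glutamate oxidase/HRP/Amplex red coupled fluorescence read at start and after 30 min at RT.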
Tb PGK inh: qHTS Assay to Find Inhibitors of Phosphoglycerate Kinase; PGK/GAPDH coupled, Kinase-Glo luminescence, 60 min; 380,000 compounds, 0.043% hits; Phosphoglycerate kinase, glycosomal (Trypanosoma brucei brucei), P07378; Potency, µM (series often up to 57.5 µM), for the others: top-dose activity change, negative = inhibition, actives largely listed as inhibitors; also: potency is read from the fitted curve at half-maximal effect; % is scaled to controls: 0 for no effect and ±100 for the full control effect; nearly all actives have a fitted effect of over 60% in size
Target sequence (P07378 whole entry, looked up): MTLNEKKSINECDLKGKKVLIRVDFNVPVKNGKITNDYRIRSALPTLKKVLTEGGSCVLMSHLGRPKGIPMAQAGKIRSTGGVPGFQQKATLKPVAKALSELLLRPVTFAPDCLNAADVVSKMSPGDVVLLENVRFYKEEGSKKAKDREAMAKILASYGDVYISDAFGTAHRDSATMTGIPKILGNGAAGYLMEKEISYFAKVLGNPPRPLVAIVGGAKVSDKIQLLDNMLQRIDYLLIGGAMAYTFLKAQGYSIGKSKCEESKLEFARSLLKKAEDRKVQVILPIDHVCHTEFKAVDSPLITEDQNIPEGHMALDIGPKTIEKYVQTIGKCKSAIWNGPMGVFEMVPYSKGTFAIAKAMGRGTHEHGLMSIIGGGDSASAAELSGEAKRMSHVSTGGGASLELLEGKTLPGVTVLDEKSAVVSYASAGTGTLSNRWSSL
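Luminescent ATP detection (Kinase-Glo Plus) follows a 60-minute room-temperature incubation, with wells lacking PGK as controls. Buffer: 100 mM TEA (pH 7.6), 5 mM MgCl2, 0.01% Tween-20. Coupling enzyme GAPDH (100 nM final) supplies unstable 1,3-BPG in-well.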
TrxR1 substrate: qHTS Assay for Substrates of Mammalian Selenoprotein Thioredoxin Reductase 1 (TrxR1): qHTS; Thioredoxin reductase 1, cytoplasmic (Rattus norvegicus), O89049; purified TrxR1 substrate turnover, NADPH consumption readout; Potency, µM (highest dose often 114 µM), without a hit: at the top dose activity change, negative = substrate turnover; 390,000 compounds, 0.01% hits; AID 588456, 2011; also: potency is read from the fitted curve at half-maximal effect; % is scaled to controls: 0 for no effect and ±100 for the full control effect; nearly all actives have a fitted effect of over 50% in size
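Rat TrxR1, dispensed at 90 nM, was prereduced with 400 uM NADPH (final) for 5 min at ~22 deg C, then incubated with compound 15 min before 400 uM selenite. A first-read NADPH fluorescence drop versus no-compound background flagged substrates.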
mIDH1 inhibitor: qHTS for Inhibitors of mutant isocitrate dehydrogenase 1 (IDH1): qHTS; Isocitrate dehydrogenase [NADP] cytoplasmic (Homo sapiens), O75874; IDH1-R132H enzyme, NADPH consumption, diaphorase/resazurin fluorescence; Potency, µM (top dose mostly 76.6 µM), without a hit: at the top dose activity change, negative = inhibition, actives largely listed as inhibitors; 390,000 compounds, 0.093% hits; also: potency is read from the fitted curve at half-maximal effect; % is scaled to controls: 0 for no effect and ±100 for the full control effect; nearly all actives have a fitted effect of over 65% in size
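IDH1-R132H (0.5 ug/mL dispensed) in pH 7.5 Tris buffer was preincubated 30 min with compound, then given a substrate mix of 0.016 mM NADPH and 2 mM alpha-KG for 80 min at room temperature; remaining NADPH was read by diaphorase/resazurin fluorescence.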
PI4K2A inh: qHTS for small molecular inhibitors of PI4K2A | Phosphatidylinositol 4-kinase type 2-alpha (Homo sapiens), Q9BTU6 | purified PI4K2A, ADP-Glo luminescence, 1 h; active compounds read low | activity change, negative = inhibition, % at 76.9 µM | 420,000 compounds, 0.13% hits | AID 1346378, 2018; in the data active = activity change below about -50%; inconclusive = mostly about -30% to -49%;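 also: -100% = wells without enzyme as full effect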
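ADP-Glo luminescence measured ADP generated by PI4K2A enzyme (4 ug/mL before mixing) with 1.2 mM PI substrate (pre-mix) and 300 microM ATP (pre-mix). Tris pH7.5 buffer with MgCl2, Triton X-100; 1 h reaction at ambient temperature.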
Starred values were filed as active, the others as inactive; i = inactive; ? = inconclusive; . = no result given; & = joins results of further samples; [ ] = remark or other dose. Unless noted, calls follow the shape of the dose curve; as a rule, active = well fitted curve in the direction sought with a large enough effect; inconclusive = small, poorly fitted or top-dose-only effect, or another doubt; inactive = no such curve, though single readings can be large; an effect the other way counts as inactive or inconclusive.

SMILES | Pin1 inhibitor | rTrxR1 inhibitor | USP1 inh | HP1b binding inh | GLS inh | Tb PGK inh | TrxR1 substrate | mIDH1 inhibitor | PI4K2A inh
Cc1ccc(SCCN2CCC(NC(=O)OCc3ccccc3)CCC2=O)cc1 (centres undefined) | 5% | 12%[57.1 µM] | -13% | 21% | 0% | -8% | 8%[57.1 µM] | 17% | 0
Cn1c(SCC(=O)O)nnc1-c1cccc(NC(=O)c2cccc3ccccc23)c1 | -4% | 13% | -18% | 33% | -6% | -9% | 9% | 6% | 0
O=C(CN1CCN(C(=O)c2cccc(S(=O)(=O)N3CCCC3)c2)CC1)Nc1cccc(F)c1 | -6% | -9% | -6% | 29% | 3% | -5% | -5% | 6% | -3
Cc1ccc(S(=O)(=O)N2CCN(C(=O)C3CCCCC3)CC2)cc1 | -1% | 6% | -21% | 21% | 8% | 3% | 9% | 8% | -3
CCc1ccccc1NC(=O)C1CCN(c2nc3ccccc3[nH]2)CC1 | 8% | 12%[57.1 µM] | -2% | 28%[57 µM] | 5% | 2% | 3%[57.1 µM] | 9% | -2
O=C1NC2(CCCCCC2)C(=O)N1Cc1ccc(F)cc1Cl | -2% | 11% | -22% | -3% | 0% | -1% | 3% | 7% | -1
COc1cc(NC(=O)C2CCN(S(=O)(=O)c3ccc4c(c3)CCCC(=O)N4)CC2)cc(OC)c1 | -2% | 8% | -23% | 13% | 7% | 1% | -4% | -14% | 5
CCC(C)(C(=O)NC1CCCC1)N(Cc1cccs1)C(=O)c1ccccn1 (centres undefined) | 4% | 26%[57.1 µM] | -12% | 38% | 7% | i | -14%[57.1 µM] | 5% | -1
Cc1ccc(/C=C2\Oc3c(ccc(O)c3CN3CCN(C)CC3)C2=O)cc1 | ? | -8% | -26% | 27% | 14% | 2% | -1% | 1% | -1
C[C@]12CCC[C@H](O1)c1c(cc3c(c1O)C(=O)c1c(O)cc(O)cc1C3=O)O2 | ? | 13%[57.1 µM] | -20% | ? | -3% | -1% | 10%[57.1 µM] | ? | -13
CCC(=O)NCCc1nc2cc(NC(=O)Nc3ccccc3)ccc2n1C | -2% | 13% | -20% | 5% | -9% | -4% | -3% | 0% | -6
CCCCn1c(SCC(=O)Nc2cc(C)on2)nnc1-c1ccco1 | 1% | 0% | -15% | 24% | -5% | -2% | 5% | 11% | 10
CC(=O)N1C(=O)C2(C(C#N)=C(N)Oc3cc(C)oc(=O)c32)c2ccccc21 (centres undefined) | -2% | -7% | -2% | 8% | 8% | i | -9% | 6% | 1
O=C1CCC[C@@H]2Cc3nc4ccccc4cc3[C@@H]3CCN1[C@H]23 | ? | 10%&-18% | -22% | 48%[activator] | -8% | i | -3%&-12% | 6% | 2
CCOC(=O)N1CCN(Cc2nc3c(c(=O)n(C)c(=O)n3C)n2CCC(C)C)CC1 | -1% | 13%[57.1 µM] | -21% | 20% | -3% | -7% | 9%[57.1 µM] | 2% | 3
COc1ccc(NCc2ccccc2[N+](=O)[O-])cc1OC | -10% | 6% | -25% | ? | 10% | -2% | -3% | 11% | -4
COC(=O)C1(S(=O)(=O)C2(C(=O)OC)CCCC2)CCCC1 | 6% | 7% | -3% | 4% | 0% | 1% | -1% | -1% | 2
Cc1oc(S(=O)(=O)N(C)C)cc1C(=O)Nc1ccc(F)cc1 | 1% | 16% | -6% | 35% | -2% | 9% | 6% | -3% | -4
C=CCN(CC=C)C(=S)NC(=O)/C=C/c1ccccc1 | -7% | -33% | -14% | ? | ? | i | -10% | 6% | 4
COc1cc(OC)cc(C(=O)Nc2sc3c(c2C(N)=O)CCC3)c1 | 11% | 6% | -13% | 9% | -6% | i | 124%[activator] | 10% | -13
Cc1ccc(C(=O)N/C(=C\c2cn(S(=O)(=O)N(C)C)c3ccccc23)C(=O)NCCCN2CCOCC2)cc1 | 4% | 5%[57.1 µM] | -4% | -4% | 9% | 7% | 6%[57.1 µM] | 0% | 4
Cc1cc(S(=O)(=O)Nc2cccnc2)c(C)s1 | -7% | -14% | -1% | 14% | 10% | -2% | -12% | 19% | 2
COc1ccc(CCNC(=O)C2CC(c3ccccc3F)=NO2)cc1 (centres undefined) | -8% | 28% | -13% | 34% | 2% | -1% | 4% | -10% | 4
Cc1ccc(-n2c(C)nc3c(cnn3-c3ccccc3Cl)c2=O)cc1C | -2% | -8% | -11% | 12% | 5% | -8% | -8% | 1% | 5
COc1ccc(NC(=O)CSC2=Nc3ccccc3C3=NC(CCC(=O)NC4CCCCC4)C(=O)N23)cc1Cl (centres undefined) | 1% | 4% | -10% | 38% | -6% | -8% | -4% | 0% | 1
NS(=O)(=O)c1ccc(CCNc2cc(=O)n(Cc3ccc(F)cc3)c(=O)[nH]2)cc1 | 8% | -10% | -4% | 29% | 5% | -9% | 4% | 2% | 2
O=C(c1ccc2c(c1)CCCC2)N1CCN(c2nc3c(F)cccc3s2)CC1 | -2% | 23%[57.1 µM] | -17% | -13% | -11% | i | 0%[57.1 µM] | -9% | 4
CC(C)[C@H](NS(=O)(=O)c1ccc2c(c1)OCCO2)C(=O)OCC(=O)Nc1cccc(Cl)c1Cl | 0% | 5% | 0% | 11% | -10% | 5% | -2% | 2% | 7
CCOC(=O)c1cccc(-n2c(C)cc(C=O)c2C)c1 | 0% | 7%[57.1 µM] | -5% | ? | -3% | -4% | 11%[57.1 µM] | 9% | -5
CC1CCCCN1C(=O)C(=O)c1cn(CC(=O)N2CCCCCC2)c2ccccc12 (centres undefined) | -6% | 18% | -16% | 16% | -1% | -5% | -1% | 2% | -4
CCC(NC(=O)NCc1ccccc1)(C(F)(F)F)C(F)(F)F | 11% | 1% | -10% | 31% | 0% | i | -1% | 5% | 2
CCN1CCc2c(OCC(=O)N3CCC(C)CC3)cccc2C1=O | 2% | 19% | -26% | 40%[activator] | 0% | 3% | 3% | 1% | 4
Cc1nn(-c2ccc(Cl)cn2)c2c1C(=O)CC(C)(C)C2Br (centres undefined) | 2% | 8% | ? | 53%[activator] | -5% | 0% | 4% | -3% | 1
NCCCC[C@H]1CNC(=O)C(=O)N1CC1CCCCC1 | 0% | -9%[57.1 µM] | -18% | 29% | 4% | i | 1%[57.1 µM] | 6% | -1
Clc1ccc2c(c1)C1=C(C(c3ccncc3)O2)C(c2ccc(Br)cc2)n2ncnc2N1 (centres undefined) | 7% | 14% | -17% | 3% | 18% | 4% | 7% | 18% | 3
CCOC(=O)CCc1c(C)nc(-n2[nH]c(C)c(CCO)c2=O)[nH]c1=O | -1% | 9%[57.1 µM] | -7% | 37% | -11% | -6% | 3%[57.1 µM] | 3% | 3
CN(C)c1ccc(C(=O)OCC(=O)Nc2cccc(S(=O)(=O)N3CCCC3)c2)cc1 | 38%[activator] | 31% | -23% | 4% | -3% | -1% | 32% | 3% | -7
CC(=O)NC1C(=O)N(CC(C)C)c2ccccc21 (centres undefined) | ? | -9% | -24% | 26% | . | -3% | -4% | 4% | -2
Cc1cccc(C)c1NC(=S)NCCc1ccccn1 | 7% | 11% | -17% | 40%[activator] | 6% | 4% | 6% | 1% | 2
Nc1nnc(SCC(=O)NC2CCCc3ccccc32)s1 (centres undefined) | 0% | 30% | -10% | 53%[activator] | -1% | -6% | 4% | -9% | 3
CC1CCC(NC(=O)c2ccc(Br)o2)CC1 (centres undefined) | . | . | 2% | . | 5% | -1% | . | -4% | -3
COc1cccc(C(=O)c2cn(CC(=O)NCc3ccco3)c3nc(C)ccc3c2=O)c1 | ? | -24% | -10% | 8% | -17% | -6% | 3% | 0% | -6
Cc1ccc(S(=O)(=O)c2cn(CC(=O)Nc3ccc4c(c3)OCO4)c3ccccc3c2=O)cc1C | 40%[activator] | -5% | -5% | -6% | -3% | 6% | -9% | 0% | 2

2 of the compounds above, with values under each structure:
Fields – Pin1 inhibitor | rTrxR1 inhibitor | USP1 inh | HP1b binding inh | GLS inh | Tb PGK inh | TrxR1 substrate | mIDH1 inhibitor | PI4K2A inh
CCc1ccccc1NC(=O)C1CCN(c2nc3ccccc3[nH]2)CC1
  8% | 12%[57.1 µM] | -2% | 28%[57 µM] | 5% | 2% | 3%[57.1 µM] | 9% | -2
Cc1ccc(S(=O)(=O)c2cn(CC(=O)Nc3ccc4c(c3)OCO4)c3ccccc3c2=O)cc1C
  40%[activator] | -5% | -5% | -6% | -3% | 6% | -9% | 0% | 2

A portion of the library, so the mix of outcomes need not match the whole.
